FBPA coupling cs: qHTS Assay for Inhibitors of Fructose-1,6-bisphosphate Aldolase from Giardia Lamblia: Coupling assay counterscreen. coupling enzyme system counterscreen, AmpLite Red fluorescence. activity change, negative = inhibition, % at 58.2 µM, hits read low. 0.67% of 290,000 active. AID 2472, 2010; in the data active = activity change below about -30%
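Activity here indicates interference with the coupling reaction, not aldolase inhibition. Compounds at 57.5 uM final met coupling enzymes for 10 min at RT; substrate and AmpLite Red detection followed, with a 525/598 nm fluorescence read after 20 min.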
KCNH2 3.1 block: qHTS for Inhibitors of KCHN2 3.1: Mutant qHTS; Potassium voltage-gated channel subfamily H member 2, brain isoform KCNH2 3.1 (human); U2OS KCNH2 3.1, thallium flux FluxOr; hits give low values; activity change, % (tested at about 1.8 µM); 0.95% of 340,000 active; AID 720553, 2013;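 active = maximum activity change below -70%; inconclusive = maximum activity change from -70% to -50%; inactive = maximum activity change above -50%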;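 note: thallium influx rate constant from kinetic fluorescence after stimulation buffer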
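U2OS cells transduced with KCNH2 3.1 mutant virus (1.77 x 10^8 /mL, 4 h), plated overnight at 37 C, loaded 45 min with FluxOr dye plus Red40 quencher. Thallium flux rate constant from kinetic reads after stimulation buffer, normalised to controls.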
uPA surface inh: qHTS for Inhibitors of Cell Surface uPA Generation. Potency, µM (top dose mostly 38.3 µM), without a hit: at the top dose activity change, negative = inhibition, most hits filed as inhibitors. 0.31% of 330,000 active. AID 540303, 2011. cell surface uPA generation assay, qHTS; active = well fitted inhibition curve with a large enough effect; inconclusive = small, poorly fitted or top-dose-only effect; inactive = no such curve, though single readings can be large or run the other way; tested in mouse RAW 264.7 cells; note: potency is the fitted concentration of half-maximal effect; nearly all actives have a fitted effect of over 55% in size
Eya2 inh: qHTS Assay for Inhibitors of the Phosphatase Activity of Eya2 | recombinant Eya2, OMFP fluorescence dephosphorylation (OMFP is methylfluorescein phosphate) | Potency, µM (top dose mostly 76.9 µM), for inactives: top-dose activity, negative = inhibition, actives largely listed as inhibitors | 0.006% of 330,000 active | AID 488837, 2010; note: potency is the fitted concentration of half-maximal effect
Target sequence (O00167 whole entry, looked up): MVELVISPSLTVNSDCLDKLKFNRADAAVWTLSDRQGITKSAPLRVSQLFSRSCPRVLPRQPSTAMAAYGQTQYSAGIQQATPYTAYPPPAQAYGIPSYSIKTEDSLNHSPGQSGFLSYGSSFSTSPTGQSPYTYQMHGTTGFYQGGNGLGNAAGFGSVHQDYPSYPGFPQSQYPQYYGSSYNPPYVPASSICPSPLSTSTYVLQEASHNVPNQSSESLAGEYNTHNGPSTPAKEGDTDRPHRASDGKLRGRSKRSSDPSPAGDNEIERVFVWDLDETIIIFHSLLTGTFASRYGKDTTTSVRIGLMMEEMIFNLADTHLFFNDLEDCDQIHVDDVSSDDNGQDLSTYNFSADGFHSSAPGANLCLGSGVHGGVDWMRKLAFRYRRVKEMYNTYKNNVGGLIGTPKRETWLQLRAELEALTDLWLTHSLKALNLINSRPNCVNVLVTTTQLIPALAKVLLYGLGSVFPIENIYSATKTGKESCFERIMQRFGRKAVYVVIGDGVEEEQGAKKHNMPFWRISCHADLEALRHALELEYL
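Eya2 protein (added as 0.2 uM solution) was preincubated with compound for 10 min at ambient temperature in 50 mM HEPES pH 7.5, 50 mM NaCl, 5 uM MgCl2, 0.05% BSA, 1 mM DTT. OMFP (added at 50 uM) then reacted 10 min; fluorescence read at 485/525 nm.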
hERG WT inh: qHTS for Inhibitors of KCHN2 3.1: Wildtype qHTS; AID 720551, 2013; 0.37% of 340,000 active; U2OS, BacMam KCNH2, thallium flux FluxOr; hits give low values; activity change, % at 1.84 µM;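 active = maximum activity change below -70%; inconclusive = maximum activity change between -70% and -50%; inactive = maximum activity change above -50%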
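U2OS cells transduced with wild-type KCNH2 virus are loaded with FluxOr dye for 45 min, and thallium flux is measured in kinetic reads before and after stimulation buffer. Rate constants are normalized to DMSO controls.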
USP2a block: qHTS Assay for Inhibitors of Ubiquitin-specific Protease USP2a Using CHOP2 as the Reporter; Ubiquitin carboxyl-terminal hydrolase 2 (Homo sapiens), O75604; USP2 core, Ub-CHOP2 coupled fluorogenic reporter, 485/531; Potency, µM (top dose mostly 38.3 µM), for inactives: at the highest dose activity change, negative = inhibition, hits mostly inhibitors; 0.01% of 330,000 active; AID 463254, 2010;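 note: potency is the fitted concentration of half-maximal effect; plate controls were DMSO wells for no effect and full inhibition by NEM control for full effect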
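Cell-free coupled assay: 10nM USP2 core preincubated 30min RT with compound in Tris-HCl pH 8.0/CaCl2/CHAPS buffer, then 25nM Ub-CHOP2 and 25nM reporter substrate; fluorescence (Ex 485/Em 531) read after 60min RT, normalized to NEM inhibition, concentration-response curves fitted.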
B2AR arrestin: qHTS assay of beta-arrestin-biased ligands of beta2-adrenergic receptor; beta-arrestin recruitment to beta2AR, cell-based reporter; 0.02% of 330,000 active; Potency, µM (doses to about 46.1 µM), without a hit: at the top dose activation, usual class: activators; Beta-2 adrenergic receptor (Homo sapiens), P07550;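 note: potency is the fitted concentration of half-maximal effect; 0% = DMSO controls and full agonism = EC100 isoproterenol or metaproterenol; nearly all actives have a fitted effect of over 65% in size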
Giardia killer: Small Molecules that selectively kill Giardia lamblia: qHTS; Giardia lamblia trophozoite viability; activity change, % at 7.66 µM, hits read low; 0.15% of 340,000 active; in the data active = activity change below about -80%; inconclusive = between about -30% and that limit;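 note: parasites exposed to compound for two days anaerobically before the ATP read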
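Giardia lamblia trophozoites (100 cells/well) were incubated with compounds for 48 h at 37 deg C under anaerobic conditions. Viability was read as ATP content by one-step luminescence after 15-30 min at room temperature.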
PKM2 activator: qHTS Assay for Activators of Human Muscle isoform 2 Pyruvate Kinase; Pyruvate kinase PKM (Homo sapiens), P14618; purified PKM2, Kinase-Glo ATP luminescence, activation; response scale: 0% is enzyme alone, no compound; Potency, µM (doses to about 57.5 µM), for the others: top-dose activation, actives largely listed as activators; 0.34% of 260,000 active; AID 1631, 2009; note: potency is the fitted concentration of half-maximal effect; nearly all actives have a fitted effect of over 55% in size
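Kinase-Glo luminescence reports ATP generated from ADP (0.1 mM) and PEP (0.5 mM) by purified hPK-M2 after 1 h at room temperature, pH 7.2 imidazole buffer; intermediate enzyme activity allows detecting inhibitors and activators.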
Chronic BCR inh: qHTS Assay to Find Inhibitors of Chronic Active B-Cell Receptor Signaling; Potency, µM (series often up to 46.1 µM), for inactives: at the top dose ratio change, negative = lower green/red ratio, hits mostly inhibitors; AID 493014, 2011; ABC-DLBCL IkBa-CBG/CBR reporter, luminescence ratio, 4 h; 0.05% of 340,000 active; active = well fitted inhibition curve with a large enough effect in the signal ratio, with a control signal flat, not every such curve was filed as active; inconclusive = small, poorly fitted or top-dose-only effect, or effect the other way, or a change in a side signal; the % refers to the signal ratio;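 note: potency is the fitted concentration of half-maximal effect; plate controls were basal doxycycline-induced cells for no effect and cells given 10 µM MG132 for full effect; MG132 reads +100%, hits lower the ratio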
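TMD8 ABC-DLBCL cells carrying doxycycline-inducible green luciferase fused to IkappaBalpha plus unfused red luciferase were exposed to compounds (up to 46 uM) for 4 hrs at 37C. Activity came from the overlap-corrected green/red luminescence ratio.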
GALK inhibitor: qHTS Assay for Inhibitors of Human Galactokinase (GALK); P51570; Purified GALK, Kinase-Glo residual ATP luminescence; Potency, µM (series often up to 57.5 µM), without a hit: top-dose activity change, negative = inhibition, usual class: inhibitors; 0.007% of 270,000 active; AID 1868, 2009; note: potency is the fitted concentration of half-maximal effect
Target sequence (P51570 whole entry, looked up): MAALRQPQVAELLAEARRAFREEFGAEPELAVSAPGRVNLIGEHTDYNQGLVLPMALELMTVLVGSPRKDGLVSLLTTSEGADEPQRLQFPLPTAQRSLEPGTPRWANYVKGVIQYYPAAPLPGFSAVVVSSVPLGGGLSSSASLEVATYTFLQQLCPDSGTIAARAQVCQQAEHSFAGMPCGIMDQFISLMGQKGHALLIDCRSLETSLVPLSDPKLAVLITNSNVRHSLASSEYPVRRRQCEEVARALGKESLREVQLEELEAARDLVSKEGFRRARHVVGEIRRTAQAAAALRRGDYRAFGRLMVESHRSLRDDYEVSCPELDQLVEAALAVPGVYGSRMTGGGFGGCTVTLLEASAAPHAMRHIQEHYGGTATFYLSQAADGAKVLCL
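Luminescence from leftover ATP (Ultra-Glo luciferase/luciferin) served as read-out after a 1 h room-temperature reaction of 5 nM GALK with 35 uM ATP and 100 uM galactose.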
* marks the source's active call; other numbers are inactive results; i = inactive; ? = inconclusive; / = no result given. Unless noted, calls come from the whole dose curve; as a rule, active = well fitted curve in the direction sought with a large enough effect; inconclusive = small, poorly fitted or top-dose-only effect, or another doubt; inactive = no such curve, though single readings can be large; an effect the other way counts as inactive or inconclusive. Unless noted, % is set by controls: 0 for no effect and ±100 for the full control effect. Random draw from the library. About 2.4% of those tested had a hit in this group.

SMILES	FBPA coupling cs	KCNH2 3.1 block	uPA surface inh	Eya2 inh	hERG WT inh	USP2a block	B2AR arrestin	Giardia killer	PKM2 activator	Chronic BCR inh	GALK inhibitor
Cc1ccc(CSC2=Nc3ccccc3C3=NC(CCC(=O)NCc4ccco4)C(=O)N23)cc1 (stereo not given)	2	-4	0%	-8%	-2	-2%	0.0%	2	7%	1%	-1%
CCCCCCC(=O)N(O)C1CC(=O)N(Cc2ccccc2)C1=O (stereo not given)	-1	2	/	-2%	-11	3%	-0.1%	-1	-1%	?	0%
COc1ccccc1-n1cnnc1SCc1csc(-c2ccccc2)n1	1	4	5%	0%	6	3%	-0.6%	1	-1%	?	0%
COC(=O)c1ccc(/C=N/Nc2nc(C)c(C)s2)cc1	-5	-11	-1%	4%	?	0%	0.3%	0	-5%	?	2%
COc1ccc(-n2sc3ccc(F)cc3c2=O)cc1	/	/	10µM*	3%	/	0%	-0.6%	-18	/	?	/
Cc1ccc(S(=O)(=O)N(Cc2cccc(C)c2)C(=O)N2CCN(C)CC2)cc1	/	5	-1%	7%	-13	-1%	0.0%	-2	/	0%	/
O=C(O)COc1ccccc1/C=N/NC(=O)CSc1nc2ccccc2n1Cc1ccccc1	10	9	5%	-11%	-11	-1%	-0.9%	-7	-2%	0%	/
CC(Sc1nnc(-c2ccco2)n1N)C(=O)NCc1ccc2c(c1)OCO2 (stereo not given)	/	6	13%	-7%	6	-3%	-0.3%	1	/	-2%	/
COc1cc(CNC2CCCCC2OC)cc(OC)c1 (stereo not given)	3	-2	-9%	13%	-7	0%	0.3%	-18	-6%	?	-1%
Cc1ccccc1OCC(=O)N/N=C/c1ccc(N(C)C)cc1	0	3	-5%	-3%	-13	0%	-0.1%	-20	0%	-19%	-2%
CC1=C(C(=O)OCc2ccc([N+](=O)[O-])cc2)N2C(=O)C(NC(=O)Cc3ccccc3)C2SC1 (stereo not given)	0	15	13%	-5%	3	1%	0.4%	3	-7%	-4%	-5%
Cn1cnnc1SC1CCCCC1NS(=O)(=O)c1ccc(Cl)cc1 (stereo not given)	3	-4	4%	6%	-6	2%	-0.1%	0	3%	10%	-1%
COc1cc(C2Nc3ccccc3C(=O)N2c2ccccc2)ccc1O (stereo not given)	0	2	-1%	-4%	-11	-5%	-0.3%	1	-6%	?	-1%
COc1ccc2c(c1)[nH]c1c(N3CCN(Cc4ccc5c(c4)OCO5)CC3)ncnc12	-1	-18	-9%	16%	8	2%	0.2%	-2	3%	?	0%
O=C(Nc1ccccc1)/C(=C\c1ccc(F)cc1)NC(=O)c1ccco1	1	4	4%	3%	-3	-1%	-0.1%	22	2%	0%	1%
COC1CCN(C(=O)c2cc(COc3ccc(-n4cncn4)cc3)on2)CC1	/	11	12%	-1%	2	0%	0.2%	-5	/	-13%	-3%
Cn1nc(C(=O)NCC(c2cccs2)N2CCOCC2)c2ccccc2c1=O (stereo not given)	/	8	2%	4%	-1	0%	-0.1%	-19	/	-2%	/
CCOC(=O)CSc1nc(N)nc(C)c1Br	-3	/	2%	-1%	-1	8%	-0.5%	-25	0%	2%	7%
COc1ccc(OC)c(NC(=O)C2=C(C)NC(=O)NC2c2cccs2)c1 (stereo not given)	-1	-14	2%	-2%	7	1%	0.2%	-20	/	-1%	9%
COc1ccc(NC(=S)NCCCN2CCOCC2)cc1	3	3	-2%	-4%	3	1%	0.1%	2	-1%	-11%	10%
O=C(CCc1nnc2ccc(NCc3ccccc3)nn12)NC1CCCC1	/	-75*	2%	3%	-9	3%	0.0%	-5	/	3%	-4%
O=C(O)C1C2C=CC(C2)C1C(=O)N1CCN(C/C=C/c2ccccc2)CC1 (stereo not given)	1	10	-6%	4%	1	4%	-2.1%	7	12%	-6%	-2%
C[C@H](/C=C/[C@@]1(O)[C@H](C)C[C@H](O)CC1(C)C)O[C@@H]1O[C@H](CO)[C@@H](O)[C@H](O)[C@H]1O	/	3	-2%	7%	-3	-1%	-0.2%	7	/	?	/
O=S(=O)(c1cccc2nonc12)N1CCCCCC1	3	8	?	8%	/	-2%	-0.2%	3	-3%	4%	1%
O=c1c2cc(-c3ccccc3)sc2nc2n1N=C(c1ccccc1)CS2	-1	8	1%	12%	-2	0%	-0.4%	23	-1%	-1%	-2%
CCN(CC(=O)Nc1ccc(NC(C)=O)cc1)CC(=O)Nc1ccccc1C(=O)c1ccccc1	1	-2	-1%	9%	24	6%	-0.8%	8	-2%	-9%	1%
Cc1ccc(C)c(-c2nnc(NC(=O)CCS(=O)(=O)c3ccc(F)cc3)o2)c1	/	-10	0%	-9%	13	-4%	0.1%	20	/	1%	/
O=C(NNC(=O)c1ccc2nc[nH]c2c1)c1ccccc1	/	-12	10%	4%	-3	0%	-0.3%	-10	/	-8%	/
OCCNc1nc2nonc2nc1NCCO	1	-6	11%	-5%	0	0%	0.4%	10	0%	3%	7%
CCc1nc(SCC(=O)NCCc2ccc(OC)c(OC)c2)c2c(=O)n(C)c(=O)n(C)c2n1	5	0	7%	-7%	2	0%	-0.4%	-16	1%	?	1%
CC(C)(C)[C@H]1C=C(C(=O)N2CCN(Cc3ccc4c(c3)OCO4)CC2)O[C@@H](OCCCCO)C1	-1	/	3%	-14%	/	3%	-0.6%	8	4%	-4%	1%
Cc1cc(C)c2nc(-c3ccccn3)cc(C(=O)NCCc3ccc(S(N)(=O)=O)cc3)c2c1	0	-6	-4%	17%	i	3%	-0.2%	-4	1%	2%	-1%
CCC(CC)NC(=O)COC(=O)c1ccc2c(c1)C(=O)N(Cc1ccco1)C2=O	0	15	0%	9%	0	2%	0.1%	-4	-3%	2%	16%
COCCCNC(=O)COc1ccc(S(=O)(=O)NCc2ccccc2)cc1Cl	0	-8	1%	-5%	40	2%	-0.6%	4	13%	1%	/
COc1ccccc1CNC(=O)c1ccc2nc(N3CCOCC3)sc2c1	2	8	11%	7%	-3	-1%	-1.0%	6	3%	?	/
CCc1nnc(NS(=O)(=O)c2ccc(N/C=C/C(=O)c3ccc(C)cc3)cc2)s1	5	3	-4%	0%	-1	2%	-0.7%	-5	13%	?	-2%
CN(CC(=O)Nc1ccc(Cl)c(Cl)c1)C(=O)CC1OC(=O)c2ccccc21 (stereo not given)	/	-10	-3%	-5%	16	1%	0.0%	-6	/	-14%	/
Cc1cccc(CCNC(=O)C2CCN(S(=O)(=O)c3cccc4cccnc34)CC2)c1	/	-4	-12%	-2%	3	0%	0.0%	1	/	?	2%
O=C(COC(=O)c1cc([N+](=O)[O-])ccc1Cl)NC1CCCC1	1	-1	0%	-3%	-4	2%	-0.3%	2	/	1%	8%
CCN(C(=O)COC(=O)c1cccc(NS(=O)(=O)c2ccc(F)c(F)c2)c1)C1CCS(=O)(=O)C1 (stereo not given)	0	/	/	2%	/	7%	0.0%	/	2%	0%	1%
CCc1cc2cc3c(cc2nc1SCC(=O)N1CCN(C(=O)c2ccco2)CC1)OCO3	-1	-28	3%	3%	-25	-1%	-0.3%	8	?	?	5%
COc1ccccc1NS(=O)(=O)c1cc(N)ccc1N1CCCC1	/	12	-3%	-1%	-6	2%	-1.8%	-12	/	-2%	/
c1csc(-c2nn[nH]n2)c1	3	1	6%	25%	-14	3%	-0.3%	18	0%	-8%	-4%
c1ccc(C(c2ccccc2)N2CCN(Cc3nnnn3C3CCCC3)CC2)cc1	-1	-8	-6%	-5%	-5	-4%	-1.0%	1	1%	-1%	0%
O=C(NCc1ccco1)c1nnc(Cc2ccc(F)cc2)o1	2	17	5%	-2%	-5	0%	-0.2%	-2	-3%	-1%	0%
CCCNC(=O)OCC12CC3CC(CC(C3)C1)C2	0	15	1%	-16%	15	-2%	-0.2%	-11	-8%	16%	1%
COc1cc(NS(=O)(=O)c2cn(C)cn2)cc(OC)c1	/	2	2%	2%	-19	2%	0.5%	-6	/	-12%	3%
O=[N+]([O-])c1ccc(S(=O)(=O)Nc2cccc(-c3ccc(N4CCOCC4)nn3)c2)cc1	/	7	-5%	6%	21	-1%	-0.2%	18	/	0%	/

Screening results (PubChem)
